HTR5A ag ctr: HTR5A agonism, opioid heterodimer counter-screen | HTR5A agonist assay, luminescence, cell-based | activation, % at 9.3 µM | 340,000 compounds, 0.61% hits; in the data active means activation mostly above about 9.5%, no sharp cut-off; inactive means mostly below about 7.6%;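 further: 0% = cells with vehicle only and 100% = reference agonist; strong numbers were not always called active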
Rtt109 Vps75: inhibitors of Candida albicans Rtt109/Vps75 histone acetyltransferase; purified Rtt109/Vps75, ThioGlo CoA-SH fluorescence, 4 h; inhibition, % at 34.9 µM; 330,000 compounds, 0.16% hits; AID 540336;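 active means inhibition of at least 50% in every replicate; inconclusive means best replicate reaches 50% inhibition but some replicates fall short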
cardiac RTF act: increases calcium sensitivity of human cardiac regulated thin filaments. IANBD-labeled TnC RTF fluorescence at EC20 calcium; 0% EC20 calcium, 100% full calcium. 340,000 compounds, 0.24% hits. activation, % at 7.2 µM. P19429+P45379;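 active means activation above the mean over all tested compounds plus 3 SD, cut at about 30% in these data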;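 further: rise in fluorescence read as greater calcium sensitivity of cardiac thin filaments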
SR-BI DiI inh: mouse SR-BI HDL lipid transfer inhibition. Q61009. ldlA[mSR-BI] CHO cells, DiI-HDL uptake fluorescence, 3 h. inhibition, % at 12.5 µM. 320,000 compounds, 0.96% hits. AID 488896;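 active means mean replicate inhibition of at least 70% and a set share of replicates each scoring 70 or more; inconclusive means meets just one of the two criteria; inactive means fails both criteria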;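 further: 0% = median of neutral control wells and 100% = median of positive control wells; values of inactives mirror those of a sister screen read the other way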
Target sequence (Q61009 whole entry, looked up): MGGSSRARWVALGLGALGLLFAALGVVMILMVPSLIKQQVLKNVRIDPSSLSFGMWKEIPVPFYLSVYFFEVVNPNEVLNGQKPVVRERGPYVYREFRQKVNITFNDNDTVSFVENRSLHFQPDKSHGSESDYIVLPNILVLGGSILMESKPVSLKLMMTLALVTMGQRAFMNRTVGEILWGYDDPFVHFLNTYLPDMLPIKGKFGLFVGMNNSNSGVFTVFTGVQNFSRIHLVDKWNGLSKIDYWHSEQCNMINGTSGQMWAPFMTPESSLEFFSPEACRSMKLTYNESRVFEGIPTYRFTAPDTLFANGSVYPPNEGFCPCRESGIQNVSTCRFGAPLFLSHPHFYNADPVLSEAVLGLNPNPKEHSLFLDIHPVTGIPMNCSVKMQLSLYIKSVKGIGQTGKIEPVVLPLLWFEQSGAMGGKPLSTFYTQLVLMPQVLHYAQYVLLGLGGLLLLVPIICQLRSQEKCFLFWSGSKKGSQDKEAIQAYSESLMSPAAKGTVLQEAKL
dFosB activator: mouse delta FosB homodimer activation; P13346; purified delta FosB, TAMRA-CDK5 oligo fluorescence polarization; percent of positive-control signal above neutral wells; activation, % at 25 µM; 340,000 compounds, 0.99% hits; AID 493131;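 active means mean activation above about 17%, with every replicate also reaching it, limit read from the data, passing the limit was not always enough; inconclusive means only one of the two conditions met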;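 further: fluorescence polarization rise as delta FosB binds a TAMRA Cdk5 AP-1 oligo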
Target sequence (P13346 whole entry, looked up): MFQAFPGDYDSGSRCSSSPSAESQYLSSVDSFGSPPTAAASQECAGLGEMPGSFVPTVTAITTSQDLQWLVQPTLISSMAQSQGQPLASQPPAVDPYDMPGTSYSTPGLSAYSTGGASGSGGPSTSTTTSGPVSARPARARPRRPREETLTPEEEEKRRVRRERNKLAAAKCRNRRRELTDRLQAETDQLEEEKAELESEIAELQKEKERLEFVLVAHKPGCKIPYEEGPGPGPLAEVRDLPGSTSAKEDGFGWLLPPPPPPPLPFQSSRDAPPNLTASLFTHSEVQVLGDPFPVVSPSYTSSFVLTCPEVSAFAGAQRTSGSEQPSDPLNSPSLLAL
Wnt bcat act: Wnt/beta-catenin pathway activation; activation, % at 9.35 µM; 300,000 compounds, 1.2% hits; Wnt/beta-catenin reporter cell assay, activator, plate reader; in the data active means activation above about 30%, passing the limit was not always enough; inconclusive means no clear call, values can overlap the other calls;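 further: 0% = neutral control wells and 100% = positive control wells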
SR-BI DiI-HDL act: activators of SR-BI mediated HDL lipid uptake; CHO ldlA[mSR-BI] cells, DiI-HDL uptake fluorescence, 3 h; 100 = double the neutral-control signal; activation, % at 12.5 µM; 320,000 compounds, 0.096% hits; AID 504775;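 active means mean replicate activation of at least 60% and every replicate at or above 60%; inconclusive means mean or all-replicate condition met, but not both; inactive means mean below 60% and not all replicates reaching 60%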;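 further: 0% = median plate neutral-control signal and 100% = twice that signal; values of inactives mirror those of a sister screen read the other way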
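Assay system: LDL receptor-deficient CHO ldlA cells overexpressing murine SR-BI / Medium: BSA-supplemented, HEPES-buffered Ham's F12, pH 7.4 / Probe or stimulus: DiI-labelled HDL at 10 µg/mL final / Timing: compound with DiI-HDL co-incubation, 3 h at 37 °C / Technique: bottom-read cell fluorescence after medium removal, ex 550/em 595 nm / Measure: HDL uptake via cellular fluorescence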
MITF act: increases MITF-driven TRPM1 promoter luciferase signal | SK-MEL-5 TRPM1-promoter luciferase, 24 h; % of positive control, neutral wells = 0 | activation, % at 12.5 µM | 300,000 compounds, 0.75% hits;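 active means mean activation of at least 80% with every replicate also reaching 80%; inconclusive means mean reaches 80% but some replicate falls short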;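 further: 0% = neutral control wells and 100% = parthenolide positive control wells; values of inactives mirror those of a sister screen read the other way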
CDK5 inh: inhibitors of human CDK5/p35 kinase; AID 488839; 330,000 compounds, 0.01% hits; Q00535+Q15078; Recombinant CDK5/p35, ADP-Glo luminescence, 60 min; inhibition, % at 10 µM;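 active means highest replicate inhibition of at least 50% and at least 75% of replicates reaching 50%; inconclusive means only one of the two criteria met; inactive means both criteria failed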;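 further: plate controls were DMSO neutral control for no effect and GW8510 at 10 µM for full effect; many of its hits are not listed in these tables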
PvdQ inh: blocks Pseudomonas aeruginosa PvdQ acylase activity; purified PvdQ acylase, fluorescence plate reader; inhibition, % at 10 µM; 340,000 compounds, 0.063% hits; in the data active means inhibition above about 30%, passing the limit was not always enough; inconclusive means no clear call, values can overlap the other calls;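 further: 0% = vehicle neutral wells and 100% = reference inhibitor wells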
The depositor's hits bear a star; ? = inconclusive; · = not tested or not shown.

Every second line gives: HTR5A ag ctr	Rtt109 Vps75	cardiac RTF act	SR-BI DiI inh	dFosB activator	Wnt bcat act	SR-BI DiI-HDL act	MITF act	CDK5 inh	PvdQ inh
> CC(NC(=O)c1cc2c(s1)CS(=O)(=O)C2)c1ccccc1 (stereo not given)
 : -4	0	10	-20	-2	-1	20	1	-3.6	-16
> O=C(COC(=O)CCN1C(=O)/C(=C\C=C\c2ccccc2)SC1=S)Nc1cc(F)ccc1F
 : 1	-4	2	0	-4	-1	0	-63	-2.1	-8
> Cc1cc(-n2c(C)cc(C(=O)CCl)c2C)no1
 : -4	2	3	-17	-5	0	17	-75	-3.8	-15
> Cc1ccc(NC(=S)NCc2ccc(F)cc2)c(C)c1
 : -6	-1	0	15	2	-1	-15	·	0.2	-16
> COc1ccc(NC(=O)c2oc3ccccc3c2NC(=O)C2CC2)c(OC)c1
 : -4	-24	-3	1	-1	-3	-1	-1	0.5	-8
> CNc1nnc(Sc2ncccc2[N+](=O)[O-])s1
 : -1	2	-4	1	0	6	-1	·	0.6	3
> O=S(=O)(Nc1cccnc1Cl)c1ccc(-c2ccccc2)cc1
 : 1	6	-3	·	-6	2	·	-2	-0.7	-9
> COC(=O)c1ccc(CSc2nc3c(c(=O)n2-c2ccc(Br)cc2)SCC3)o1
 : -5	-1	0	-3	-5	·	3	1	-0.8	-7
> CN(C)S(=O)(=O)c1cccc(NC(=O)COC(=O)c2cccn2C)c1
 : 3	-2	-3	·	-1	-3	·	1	-1.5	-9
> O=C(COc1coc(CN2CCc3ccccc3C2)cc1=O)Nc1ccc(F)cc1
 : 1	2	-3	23	-5	-2	-23	-1	-1.0	-10
> NC(=O)C1CCN(Cc2nc3cc(C(F)(F)F)ccc3c(=O)[nH]2)CC1
 : 0	7	2	-15	0	-1	15	-4	-0.5	-2
> CCCOc1ccc(C(=O)N2CCCC2)cc1OC
 : -2	-4	5	-19	4	-2	19	-12	-1.0	-9
> CCn1c(N2CCN(CC(=O)c3ccc(OC)cc3)CC2)nc2ccccc21
 : -3	3	-1	-6	-6	·	6	-2	1.5	8
> COc1ccc(C(=O)Nc2nnc(S(=O)(=O)N(C)Cc3ccccc3)s2)cc1
 : 2	0	-4	8	7	-1	-8	5	-1.1	-7
> COc1ccc(NS(=O)(=O)N2CCCCC2)cc1
 : -3	5	-6	-6	-4	-6	6	1	-1.4	-13
> COC(=O)c1ccc(CN2CCN(CCc3ccccc3)C(CCO)C2)cc1 (stereo not given)
 : 3	24	-6	·	-7	1	·	-2	-1.7	4
> COc1cccc(C2NC(CCSC)(C(=O)O)C3C(=O)N(C(C)C)C(=O)C23)c1O (stereo not given)
 : -2	0	1	-9	3	-3	9	-6	1.6	-4
> O=C(NNc1c([N+](=O)[O-])cc(C(F)(F)F)cc1[N+](=O)[O-])c1ccco1
 : 1	-3	1	-2	1	-5	2	-9	3.2	-2
> O=C(Cn1cc2c(n1)CCCC2)Nc1cc(-c2cccc(Cl)c2)no1
 : 2	-1	4	-6	-16	6	6	·	-0.3	-11
> CC(C)CC1NC(=O)N(CC(=O)NC2CCCCC2)C1=O (stereo not given)
 : 1	-3	0	-14	1	-4	14	-5	2.5	-14
> O=C(N/N=C/c1cc([N+](=O)[O-])c(N2CCOCC2)cc1N1CCOCC1)c1cccnc1
 : -3	6	3	34	0	-1	-34	2	-0.7	-5
> Cn1c(=NC(=O)c2ccccc2[N+](=O)[O-])sc2cccc(F)c21
 : 6	-7	0	·	-2	?	·	100*	-1.3	-7
> CC(=O)N1c2ccccc2Nc2ccccc21
 : 0	-19	2	-21	0	-1	21	-10	-1.8	-9
> O=C(NNC(=O)c1ccc(S(=O)(=O)N2CCOCC2)cc1)c1ccccc1
 : 0	-5	4	·	7	-1	·	·	-5.1	-11
> COc1cc([N+](=O)[O-])ccc1-c1ccc(C(=O)Nc2ccc(NC(C)=O)cc2)o1
 : 1	5	-6	-14	-7	-2	14	3	1.0	-13
> OC1CC(c2ccco2)NC2(CCCCC2)C1 (stereo not given)
 : 1	-19	1	-3	-2	·	3	-6	0.2	-4
> Cc1ccc(S(=O)(=O)c2ccsc2NC(=O)c2ccccc2)cc1
 : -1	-1	0	-11	-5	0	11	·	0.4	-14
> COC(=O)N1CCc2c(sc(NC(=O)C3COc4ccccc4O3)c2C(N)=O)C1 (stereo not given)
 : 61*	-3	0	67	12	14	-67	67	0.4	-3
> O=C(c1cccc(S(=O)(=O)N2CCc3ccccc32)c1)N1CCOCC1
 : -1	3	-2	-2	-9	-6	2	1	-1.3	0
> CCOC(=O)C1(CC)CC(CSc2nc3ccccc3[nH]2)OC1=O (stereo not given)
 : 3	11	-7	0	-5	-1	0	-1	-0.4	2
> CCc1noc(C)c1C(=O)NNC(=O)c1cc(OC)c(OC)c(OC)c1
 : 4	1	2	2	1	2	-2	6	-2.1	-14
> O=C(c1ccc(Cl)c(S(=O)(=O)N2CCCC2)c1)N1CCN(c2ccccc2F)CC1
 : 21*	1	0	-1	-3	0	1	-11	-6.6	-8
> O=C(O)Cc1cn(-c2ccccc2)nc1-c1ccccc1
 : -2	-2	1	·	-7	2	·	3	-1.1	-17
> COc1ccccc1NC(=O)c1ccc2nc(C)c(C)nc2c1
 : -1	-3	1	7	-12	0	-7	9	-0.3	0
> Cc1nc(NC(=O)c2cnccn2)ccc1Br
 : 4	-3	-2	-15	1	3	15	9	2.8	0
> Cc1ccc(SCc2cc(=O)[nH]c(N3CCN(C)CC3)n2)cc1
 : 0	4	-3	-12	4	·	12	5	0.5	-17
> Cc1c([N+](=O)[O-])ccc(S(=O)(=O)N2CCC(C(N)=O)CC2)c1C
 : -1	6	3	-8	-1	0	8	3	-0.7	5
> N#Cc1ccc(C(=O)OCc2cccc(S(=O)(=O)N3CCOCC3)c2)cc1
 : 1	-13	15	-3	-12	-2	3	-10	-1.0	-11
> CC(=O)NNC(=O)N1Cc2ccccc2Oc2ccc(Cl)cc21
 : 0	-13	4	9	0	3	-9	-5	-1.7	-5
> CNC(=O)c1[nH]cnc1C(=O)Nc1ccccc1OC
 : 2	7	-2	-1	-2	-1	1	-1	2.1	-5
> COCCNC(=O)C(NC(=O)C1CCC(C)CC1)C(C)C (stereo not given)
 : 2	-26	3	·	-2	3	·	16	-2.3	-12
> CC1CCC(NC(=O)c2ccc(CS(=O)(=O)Cc3ccccc3F)o2)CC1 (stereo not given)
 : 5	-1	-9	3	-1	·	-3	4	0.5	7
> CCCCn1c(N)c(N(CC)C(=O)c2cc3c(s2)CCCCC3)c(=O)[nH]c1=O
 : -3	2	2	-12	4	0	12	2	0.0	-11
> Nc1c(C(=O)NC2CCCC2)c2nc3ccccc3nc2n1N
 : 0	7	7	-11	-17	0	11	0	-0.5	-6
> COCCNC(=O)COc1ccc(C)c(C)c1
 : 4	-8	3	-36	0	·	36	-2	0.6	-7
> Cc1ccc([N+](=O)[O-])cc1S(=O)(=O)n1ccnc1C
 : -4	-5	0	-22	6	-4	22	4	-1.7	1
> CC(C)N(C(=O)[C@H]1C[C@H](CC(=O)NCCCn2ccnc2)C(=O)N2CCc3c([nH]c4cc(-c5ccco5)ccc34)[C@]12C)C(C)C
 : 2	13	-4	21	-5	-2	-21	2	0.4	0
> CN(CC(=O)Nc1cccc(F)c1)C(=O)c1ccc(OCc2cn3ccccc3n2)cc1
 : 3	2	-2	13	0	21	-13	31	0.2	-4
> COC(=O)c1sccc1NC(=O)/C=C/c1ccc(Cl)cc1
 : -1	2	1	6	-8	12	-6	38	-1.0	-13
> Cc1ccccc1N1C(S)=C(C#N)C(=O)NC1c1ccco1 (stereo not given)
 : 5	-1	4	-12	-4	-1	12	10	-0.7	3
> O=C(/C=C/NCc1ccc(F)cc1)c1ccccc1
 : 0	-9	-2	16	3	0	-16	11	-0.9	-3
> CC(=O)Nc1ccc(CCCCc2ccc(NC(C)=O)cc2)cc1
 : -1	-11	-5	12	-10	-1	-12	7	1.4	-13
> CC(NC(=O)COc1ccc(S(=O)(=O)N2CCCC2)cc1)c1ccccc1 (stereo not given)
 : -5	-15	3	·	-9	1	·	·	1.0	-7
> CC(C)(C)c1ccc(OCC(=O)Nc2cccc(S(=O)(=O)NC3=NCCCCC3)c2)cc1
 : -5	-2	-4	10	-7	2	-10	3	0.5	-2
> CN(C)c1ccc(C2Nc3cccc4cccc(c34)N2)cc1
 : -2	5	-1	-2	9	6	2	·	-0.6	-10
> Clc1ccc(N/N=C/c2ccncc2)cc1Cl
 : -2	3	4	13	1	14	-13	59	-0.1	12
> COc1ccc(-c2cc(C(F)(F)F)nc(SCC(=O)Nc3ccc4c(c3)OCO4)n2)cc1
 : -2	2	4	3	7	-1	-3	5	-0.2	3
> c1cncc(CNc2nc(N3CCOCC3)nc(N3CCOCC3)n2)c1
 : -4	-3	9	-3	-8	0	3	-8	-0.9	-20
> CC1(C)Cc2c(C#N)c(SCCO)nc(N3CCOCC3)c2CO1
 : 0	2	-1	13	-5	-2	-13	-6	-0.9	0

This is a random part of the collection; about 4.4% have a hit in one of these screens.
